PABP1 MLLE inh: blocks PAM2 peptide binding to the PABP1 MLLE domain | GST-MLLE / FITC-PAM2 fluorescence polarization | inhibition, % at 20 µM | P11940 | AID 588489 | 360,000 tested, 0.36% active; in the data active means inhibition above about 35%, passing the limit was not always enough;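 further: plate controls were DMSO wells with GST-MLLE for no effect and wells lacking GST-MLLE protein for full effect; some results filed as inactive read as strong as hits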
NRP1-CendR mod: modulators of CendR peptide binding to human neuropilin-1. FAM-RPARPAR peptide binding to NRP-1, fluorescence polarization. AID 602438. 360,000 tested, 0.85% active. O14786. inhibition, % at 25 µM;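 active means inhibition or corrected inhibition above about 18%, plus a signal ratio from 0.5 to 1.5, limit read from the data, passing the limit was not always enough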; further: strong numbers were not always called active
SKN-1 block: C. elegans SKN-1 inhibition; C. elegans VP596 Pgst-4::GFP/RFP ratio, acrylamide-induced, 24 h; inhibition, % at 21.8 µM; 360,000 tested, 0.49% active; AID 624304;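 active means interference check ratio from 0.5 to 1.5 plus GFP to RFP signal ratio inhibition reaching or exceeding a fixed threshold, cut at about 30% in these data, passing the limit was not always enough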; further: some compounds called inactive have numbers as strong as hits
MT1-MMP act inh: MT1-MMP (human) activation inhibition. HT1080 RFP-PRO-GFP cells, GFP/RFP ratio fluorescence, overnight; percent of plate control window, DMSO zero. 360,000 tested, 0.061% active. P50281. GFP/RFP ratio change, % at 20 µM;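 active means GFP/RFP ratio change of at least 30% with cell ATP level not reduced by more than half and red fluorescence within 50% of control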; further: strong numbers were not always called active
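Assay system: HT1080 RFP-PRO-GFP cells | Dosing: 20 µM single dose, 1% DMSO | Incubation: Cells overnight before dosing, compound overnight, 37 °C, 5% CO2 | Evaluation: GFP/RFP fluorescence ratio | Control set: DMSO-only wells and HT1080 RFP-L50D-GFP cell wells as references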
eLon inh: E. coli protease La inhibition; P0A9M0; purified E. coli Lon protease, fluorescence polarization; inhibition, % at 7.94 µM; 360,000 tested, 0.42% active; in the data active means inhibition above about 13%, passing the limit was not always enough;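 further: 0% = enzyme with probe and DMSO and 100% = no enzyme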
bovine MsrA act: activators of bovine methionine sulfoxide reductase A; activation, % at 10.6 µM; 360,000 tested, 0.3% active; purified bovine MsrA, absorbance read-out; in the data active means activation above about 7.5%;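 further: 0% = vehicle and 100% = reference activator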
Neddylation inh: blocks human cullin neddylation. 360,000 tested, 0.58% active. P61081+Q13564. calls only at 25 µM. TR-FRET cullin neddylation, biochemical; in the data active means inhibition above about 36%
FAS TE block: FAS thioesterase (human) inhibition. 360,000 tested, 0.67% active. AID 602261. inhibition, % at 15 µM. recombinant FAS-TE, OMFH fluorogenic substrate, fluorescence endpoint. P49327;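 active means compounds whose normalised, plate-corrected inhibition of enzyme fluorescence in the single-dose primary screen is 50% or more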;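 further: 0% = DMSO with enzyme and 100% = substrate without enzyme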
Target sequence (P49327 whole entry, looked up): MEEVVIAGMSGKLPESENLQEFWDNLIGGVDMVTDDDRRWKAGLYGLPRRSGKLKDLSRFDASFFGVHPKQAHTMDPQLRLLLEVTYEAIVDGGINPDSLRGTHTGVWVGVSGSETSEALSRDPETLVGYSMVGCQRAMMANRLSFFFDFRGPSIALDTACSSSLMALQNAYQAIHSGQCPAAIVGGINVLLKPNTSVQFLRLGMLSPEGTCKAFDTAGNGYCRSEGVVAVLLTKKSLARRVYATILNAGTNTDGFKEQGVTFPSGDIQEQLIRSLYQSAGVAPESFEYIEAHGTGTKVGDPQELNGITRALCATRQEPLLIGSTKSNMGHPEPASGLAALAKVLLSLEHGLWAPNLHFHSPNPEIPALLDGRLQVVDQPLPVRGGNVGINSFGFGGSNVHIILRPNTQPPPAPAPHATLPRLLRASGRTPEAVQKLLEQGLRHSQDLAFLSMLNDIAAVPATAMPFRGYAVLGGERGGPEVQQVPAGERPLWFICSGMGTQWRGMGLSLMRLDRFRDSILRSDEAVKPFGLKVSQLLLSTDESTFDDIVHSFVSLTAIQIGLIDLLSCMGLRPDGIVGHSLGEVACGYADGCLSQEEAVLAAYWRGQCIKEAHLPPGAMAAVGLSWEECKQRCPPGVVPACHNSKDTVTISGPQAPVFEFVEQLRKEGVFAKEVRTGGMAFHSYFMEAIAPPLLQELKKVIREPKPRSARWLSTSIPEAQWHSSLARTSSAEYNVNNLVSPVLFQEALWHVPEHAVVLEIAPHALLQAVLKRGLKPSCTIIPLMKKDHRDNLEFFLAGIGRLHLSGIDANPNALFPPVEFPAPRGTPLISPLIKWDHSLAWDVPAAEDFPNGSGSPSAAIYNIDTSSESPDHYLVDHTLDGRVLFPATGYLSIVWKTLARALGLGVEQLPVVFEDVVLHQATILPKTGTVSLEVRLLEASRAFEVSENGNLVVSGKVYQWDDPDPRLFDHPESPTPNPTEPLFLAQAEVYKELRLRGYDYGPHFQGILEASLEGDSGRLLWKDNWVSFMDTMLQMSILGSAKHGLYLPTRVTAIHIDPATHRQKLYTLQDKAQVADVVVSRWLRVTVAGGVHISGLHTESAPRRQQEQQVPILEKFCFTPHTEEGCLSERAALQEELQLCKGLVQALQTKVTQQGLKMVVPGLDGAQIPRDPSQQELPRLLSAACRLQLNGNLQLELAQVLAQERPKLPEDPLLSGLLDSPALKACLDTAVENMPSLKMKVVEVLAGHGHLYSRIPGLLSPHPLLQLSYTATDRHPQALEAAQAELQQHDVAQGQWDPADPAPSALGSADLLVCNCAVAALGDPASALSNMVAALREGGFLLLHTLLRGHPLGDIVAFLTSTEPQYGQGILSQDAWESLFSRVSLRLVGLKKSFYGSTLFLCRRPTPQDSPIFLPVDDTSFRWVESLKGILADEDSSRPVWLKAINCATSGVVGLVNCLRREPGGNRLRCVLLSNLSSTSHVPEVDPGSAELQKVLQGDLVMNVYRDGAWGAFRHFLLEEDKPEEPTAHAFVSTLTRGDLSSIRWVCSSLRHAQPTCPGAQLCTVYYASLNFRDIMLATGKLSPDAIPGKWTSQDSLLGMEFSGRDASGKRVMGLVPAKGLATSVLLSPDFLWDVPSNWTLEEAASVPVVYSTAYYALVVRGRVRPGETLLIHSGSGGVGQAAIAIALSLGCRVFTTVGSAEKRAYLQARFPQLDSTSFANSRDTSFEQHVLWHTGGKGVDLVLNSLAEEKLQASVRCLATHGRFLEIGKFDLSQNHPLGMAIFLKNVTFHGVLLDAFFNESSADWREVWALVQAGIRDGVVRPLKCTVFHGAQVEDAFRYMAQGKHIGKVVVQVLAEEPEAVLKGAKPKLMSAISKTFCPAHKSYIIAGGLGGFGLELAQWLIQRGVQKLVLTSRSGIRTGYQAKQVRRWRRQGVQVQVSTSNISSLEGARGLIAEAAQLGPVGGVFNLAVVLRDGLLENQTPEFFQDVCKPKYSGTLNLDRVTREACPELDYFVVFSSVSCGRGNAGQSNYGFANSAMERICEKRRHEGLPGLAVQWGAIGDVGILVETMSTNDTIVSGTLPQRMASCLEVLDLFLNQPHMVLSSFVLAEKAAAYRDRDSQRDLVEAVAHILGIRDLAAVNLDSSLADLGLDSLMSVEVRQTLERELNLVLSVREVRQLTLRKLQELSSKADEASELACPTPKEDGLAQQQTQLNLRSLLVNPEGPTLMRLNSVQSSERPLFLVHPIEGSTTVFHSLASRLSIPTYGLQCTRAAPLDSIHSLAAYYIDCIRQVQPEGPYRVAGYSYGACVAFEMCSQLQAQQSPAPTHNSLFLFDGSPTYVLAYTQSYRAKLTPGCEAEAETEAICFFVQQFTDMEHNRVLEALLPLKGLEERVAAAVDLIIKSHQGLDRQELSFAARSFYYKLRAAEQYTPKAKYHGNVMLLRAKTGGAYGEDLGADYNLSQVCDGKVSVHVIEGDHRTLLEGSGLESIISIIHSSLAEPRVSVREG
Rin1 Abl inh: human Rin1-Abl interaction inhibition; P00519+Q13671; inhibition, % at 7.35 µM; TR-FRET Rin1/Abl binding, biochemical; AID 588664; 360,000 tested, 0.4% active; in the data active means inhibition above about 5%, passing the limit was not always enough
Numbers without * were called inactive.

`COc1ccccc1-c1csc(C(NC(C)=O)c2ccc(F)c(F)c2)n1` (stereo not drawn) gave PABP1 MLLE inh -6, NRP1-CendR mod 14, SKN-1 block -5, MT1-MMP act inh -2, eLon inh -1, bovine MsrA act -4, Neddylation inh inactive, FAS TE block 4 and Rin1 Abl inh 0.
Screening CCOc1ccc(NC(=O)CCNS(=O)(=O)c2cccc3nonc23)cc1 returned PABP1 MLLE inh -13, NRP1-CendR mod -6, SKN-1 block -5, MT1-MMP act inh -2, eLon inh -4, bovine MsrA act -2, Neddylation inh inactive, FAS TE block -2 and Rin1 Abl inh -2.
COc1ccc(Cl)cc1NC(=O)C(OC)c1ccccc1 (stereo not drawn) was read as PABP1 MLLE inh 1, NRP1-CendR mod 7, SKN-1 block 22, MT1-MMP act inh -5, eLon inh -1, bovine MsrA act 1, Neddylation inh inactive, FAS TE block 32 and Rin1 Abl inh -4.
Screening C=CCN1C(=O)/C(=C/c2ccccc2)S/C1=N/c1nccs1 returned PABP1 MLLE inh 2, NRP1-CendR mod -12, SKN-1 block 0, MT1-MMP act inh 5, eLon inh 0, bovine MsrA act -7, Neddylation inh inactive, FAS TE block -2 and Rin1 Abl inh 1.
CCN(CC)c1ccc(/C=N/NC(=S)NC)c(O)c1 was read as PABP1 MLLE inh 13, NRP1-CendR mod -9, SKN-1 block 0, MT1-MMP act inh 10, eLon inh -2, bovine MsrA act -3, Neddylation inh inactive, FAS TE block 4 and Rin1 Abl inh 2.
Screening C=C(C)Cn1c2ccc(NC(=O)NCc3ccccc3)cc2c(=O)n1C returned PABP1 MLLE inh 2, NRP1-CendR mod -2, SKN-1 block 4, MT1-MMP act inh 0, eLon inh 11, bovine MsrA act -2, FAS TE block 2 and Rin1 Abl inh 0.
Screening CSc1nnc2n(-c3ccccc3)c(=O)c3c4c(sc3n12)CCC4 returned PABP1 MLLE inh -36, NRP1-CendR mod -17, SKN-1 block 6, MT1-MMP act inh 3, eLon inh 2, bovine MsrA act -1, Neddylation inh inactive, FAS TE block -3 and Rin1 Abl inh 2.
`CC(=O)c1cccc(NC(=O)C(C)OC(=O)c2cccc(-n3cnnn3)c2)c1` (stereo not drawn) gave PABP1 MLLE inh 10, NRP1-CendR mod 11, SKN-1 block 1, MT1-MMP act inh 2, eLon inh -6, bovine MsrA act -2, Neddylation inh inactive, FAS TE block 11 and Rin1 Abl inh 0.
For O=C(NCc1nnc(SCC(=O)N2CCCCC2)o1)c1c(F)cccc1F the results were PABP1 MLLE inh 6, NRP1-CendR mod -1, SKN-1 block -7, MT1-MMP act inh 2, eLon inh 7, bovine MsrA act -3, Neddylation inh inactive, FAS TE block -1 and Rin1 Abl inh 3.
`CN1CCN(C(=O)CCN2C(=O)/C(=C\c3ccc(F)cc3)SC2=S)CC1` gave PABP1 MLLE inh -3, NRP1-CendR mod -21, SKN-1 block 24, MT1-MMP act inh -1, eLon inh -1, bovine MsrA act 0, Neddylation inh inactive, FAS TE block -7 and Rin1 Abl inh 0.
`Cc1ccc(C(=O)N2CCOCC2)cc1S(=O)(=O)N1CCCC1` gave PABP1 MLLE inh 13, NRP1-CendR mod 15, SKN-1 block 14, MT1-MMP act inh -3, eLon inh -3, bovine MsrA act -3, Neddylation inh inactive, FAS TE block -3 and Rin1 Abl inh 5.
Cc1ccccc1C(=O)c1ccc2c(c1)n(C)c(=O)n2C was read as PABP1 MLLE inh 3, NRP1-CendR mod -11, SKN-1 block 9, MT1-MMP act inh 3, eLon inh -5, bovine MsrA act -1, Neddylation inh inactive, FAS TE block 0 and Rin1 Abl inh 2.
COc1cc(NC(=O)COC(=O)c2ccc3ccccc3n2)cc(OC)c1 was read as PABP1 MLLE inh -4, NRP1-CendR mod -24, SKN-1 block -1, MT1-MMP act inh 3, eLon inh -27, bovine MsrA act -2, Neddylation inh inactive, FAS TE block -7 and Rin1 Abl inh 2.
Screening C/C(=N/NC(=O)c1ccc(Br)o1)c1cccc(NC(=O)c2ccc(F)cc2)c1 returned PABP1 MLLE inh 1, NRP1-CendR mod -2, SKN-1 block 10, MT1-MMP act inh 5, eLon inh 0, bovine MsrA act -3, Neddylation inh inactive, FAS TE block 5 and Rin1 Abl inh 1.
`O=C(Cc1ccc(Br)cc1)NNC(=O)Nc1ccc(Cl)cc1` gave PABP1 MLLE inh 4, NRP1-CendR mod 1, SKN-1 block -3, MT1-MMP act inh 0, eLon inh -12, bovine MsrA act -2, Neddylation inh inactive, FAS TE block -1 and Rin1 Abl inh -4.
Screening O=C(C1CCN(S(=O)(=O)c2cccc3cccnc23)CC1)N1CCc2ccccc21 returned PABP1 MLLE inh -6, NRP1-CendR mod 9, SKN-1 block 9, MT1-MMP act inh 3, eLon inh 3, bovine MsrA act -9, Neddylation inh inactive, FAS TE block 8 and Rin1 Abl inh 3.
For CCCCCCCN1C(Nc2ccccc2)=NC[C@@H]1C the results were PABP1 MLLE inh -9, NRP1-CendR mod 9, SKN-1 block -18, MT1-MMP act inh -5, eLon inh -5, bovine MsrA act -7, Neddylation inh inactive, FAS TE block -14 and Rin1 Abl inh 0.
Screening O=C(CN(C(=O)c1csnn1)c1cccc(Cl)c1)NC1CCCCC1 returned PABP1 MLLE inh 14, NRP1-CendR mod -3, SKN-1 block -2, MT1-MMP act inh 2, eLon inh 2, bovine MsrA act 2, Neddylation inh inactive, FAS TE block -2 and Rin1 Abl inh 2.
Nc1nnnn1CC(=O)N/N=C/c1cc([N+](=O)[O-])ccc1Cl was read as PABP1 MLLE inh 8, NRP1-CendR mod 2, SKN-1 block -11, MT1-MMP act inh -4, eLon inh -5, bovine MsrA act -3, Neddylation inh inactive, FAS TE block 8 and Rin1 Abl inh -2.
Screening CCCN1C(=S)SC(C)(C)C1/[N+]([O-])=C/c1ccc(S(=O)(=O)NC)cc1 (stereo not drawn) returned PABP1 MLLE inh -1, NRP1-CendR mod 2, SKN-1 block -6, MT1-MMP act inh 2, eLon inh 4, bovine MsrA act -2, Neddylation inh inactive, FAS TE block -3 and Rin1 Abl inh -3.
For CN(C)Cc1ccccc1Sc1ccc(Br)cc1 the results were PABP1 MLLE inh -2, NRP1-CendR mod 4, SKN-1 block -3, MT1-MMP act inh 9, eLon inh -13, bovine MsrA act -8, Neddylation inh inactive, FAS TE block -2 and Rin1 Abl inh -2.
Screening Cc1ccc(C)c(NC(=S)N2CCCC2)c1 returned PABP1 MLLE inh -79, NRP1-CendR mod 5, SKN-1 block 17, MT1-MMP act inh -3, eLon inh -1, bovine MsrA act -1, Neddylation inh inactive, FAS TE block -4 and Rin1 Abl inh -3.
C[C@H](N)c1nnc(SCC(N)=O)o1 was read as PABP1 MLLE inh 9, NRP1-CendR mod 11, SKN-1 block 5, MT1-MMP act inh 3, eLon inh 1, bovine MsrA act -1, Neddylation inh inactive, FAS TE block -7 and Rin1 Abl inh -3.
Cc1oc(-c2cccs2)nc1CN1CCN(C2CCCC2)C(CCO)C1 (stereo not drawn) was read as PABP1 MLLE inh 5, NRP1-CendR mod -3, SKN-1 block -5, MT1-MMP act inh 0, eLon inh 2, bovine MsrA act -2, Neddylation inh inactive, FAS TE block 0 and Rin1 Abl inh 2.
`O=C1CCN(Cc2ccccc2)S(=O)(=O)c2ccccc21` gave PABP1 MLLE inh -81, NRP1-CendR mod 24*, SKN-1 block 12, MT1-MMP act inh 6, eLon inh 0, bovine MsrA act -1, Neddylation inh inactive, FAS TE block 1 and Rin1 Abl inh 3.
For OC(CNCCc1ccccc1)c1ccccc1 (stereo not drawn) the results were PABP1 MLLE inh 0, NRP1-CendR mod 7, SKN-1 block -7, MT1-MMP act inh -1, eLon inh -11, bovine MsrA act 1, Neddylation inh inactive, FAS TE block -5 and Rin1 Abl inh 1.
`CCCn1c(=O)n(C)c(=O)c2c(SC(C)C(=O)NCC3CCCO3)nc(CC(C)C)nc21` (stereo not drawn) gave PABP1 MLLE inh -14, NRP1-CendR mod -10, SKN-1 block -3, MT1-MMP act inh -2, eLon inh -1, bovine MsrA act -2, Neddylation inh inactive, FAS TE block 6 and Rin1 Abl inh 1.
COc1ccc(-c2nc3ccccc3c(=O)n2CC(C)C)cc1 was read as PABP1 MLLE inh -3, NRP1-CendR mod -2, SKN-1 block 7, MT1-MMP act inh -1, eLon inh -4, bovine MsrA act -1, Neddylation inh inactive, FAS TE block 4 and Rin1 Abl inh 0.
Cc1ccc(CNC(=O)CCC(=O)N2CC(C)Oc3ccccc32)cc1 (stereo not drawn) was read as PABP1 MLLE inh 8, NRP1-CendR mod 0, SKN-1 block -8, MT1-MMP act inh 10, eLon inh -8, bovine MsrA act -7, Neddylation inh inactive, FAS TE block -2 and Rin1 Abl inh -3.
Screening CC(C)C[C@@H](CN)NC(=O)c1nc[nH]c1C(=O)N[C@@H](CC(C)C)C(=O)CNC[C@H](C)NC(=O)c1nc[nH]c1C(=O)N[C@@H](C)C(=O)O returned PABP1 MLLE inh 5, NRP1-CendR mod 0, SKN-1 block 14, MT1-MMP act inh 1, eLon inh 1, bovine MsrA act 0, Neddylation inh inactive, FAS TE block -8 and Rin1 Abl inh -3.

Arranged by SMILES length (ascending): 3 of the compounds above
For CCCCCCCN1C(Nc2ccccc2)=NC[C@@H]1C the results were PABP1 MLLE inh -9, NRP1-CendR mod 9, SKN-1 block -18, MT1-MMP act inh -5, eLon inh -5, bovine MsrA act -7, Neddylation inh inactive, FAS TE block -14 and Rin1 Abl inh 0.
COc1ccc(-c2nc3ccccc3c(=O)n2CC(C)C)cc1 was read as PABP1 MLLE inh -3, NRP1-CendR mod -2, SKN-1 block 7, MT1-MMP act inh -1, eLon inh -4, bovine MsrA act -1, Neddylation inh inactive, FAS TE block 4 and Rin1 Abl inh 0.
`CCCn1c(=O)n(C)c(=O)c2c(SC(C)C(=O)NCC3CCCO3)nc(CC(C)C)nc21` (stereo not drawn) gave PABP1 MLLE inh -14, NRP1-CendR mod -10, SKN-1 block -3, MT1-MMP act inh -2, eLon inh -1, bovine MsrA act -2, Neddylation inh inactive, FAS TE block 6 and Rin1 Abl inh 1.

(continued)
COC(=O)c1ccc(CSC2=NCCS2)cc1 was read as PABP1 MLLE inh 33, NRP1-CendR mod 0, SKN-1 block 14, MT1-MMP act inh 2, eLon inh 3, bovine MsrA act -5, Neddylation inh inactive, FAS TE block -2 and Rin1 Abl inh 0.
For CCCC[n+]1ccn(-c2nc3ccccc3nc2[N-]S(=O)(=O)c2cccs2)c1 the results were PABP1 MLLE inh -13, NRP1-CendR mod -10, SKN-1 block -1, MT1-MMP act inh 2, eLon inh 0, bovine MsrA act -1, Neddylation inh active, FAS TE block -2 and Rin1 Abl inh -2.
Cc1csc(NC(=O)C(Cc2ccccc2)n2cccc2)n1 (stereo not drawn) was read as PABP1 MLLE inh -22, NRP1-CendR mod 6, SKN-1 block 14, MT1-MMP act inh -19, eLon inh 1, bovine MsrA act -1, Neddylation inh inactive, FAS TE block 4 and Rin1 Abl inh -1.
O=C(O)c1ccccc1C(=O)c1ccc(N2CCOCC2)c([N+](=O)[O-])c1 was read as PABP1 MLLE inh 5, NRP1-CendR mod 9, SKN-1 block -2, MT1-MMP act inh 5, eLon inh -6, bovine MsrA act -3, Neddylation inh inactive, FAS TE block -6 and Rin1 Abl inh -2.
Screening Cc1ccc(CNC(=O)C(=O)c2cn(CC(=O)N3CCCC3)c3ccccc23)cc1 returned PABP1 MLLE inh 4, NRP1-CendR mod -3, SKN-1 block -2, MT1-MMP act inh 0, eLon inh -7, bovine MsrA act -8, Neddylation inh inactive, FAS TE block 4 and Rin1 Abl inh -1.
Cc1cc2nc3c(=O)[nH]c(=S)[nH]c3nc2cc1NC(=O)C(F)(F)F was read as PABP1 MLLE inh 100, NRP1-CendR mod 49, SKN-1 block -3, MT1-MMP act inh -46, eLon inh active, bovine MsrA act -1, Neddylation inh inactive, FAS TE block -22 and Rin1 Abl inh 11.
Oc1[nH]c2ccc(Br)cc2c1N=NC(=S)NCC1CCCO1 (stereo not drawn) was read as PABP1 MLLE inh 29, NRP1-CendR mod 5, SKN-1 block 0, MT1-MMP act inh 6, eLon inh 0, bovine MsrA act -3, Neddylation inh inactive, FAS TE block 1 and Rin1 Abl inh -3.

Screens as filed in PubChem.
